High-throughput results deposited in PubChem BioAssay by several laboratories.
Mdm2 ligase inh: Mdm2 E3 ligase (human) inhibition. cell-based MDM2 ubiquitination luciferase reporter, 2 h; 0 = plate control, 100 = twice control, blank-subtracted. signal enhancement, % at 5 µM. hit rate 0.11% among 210,000;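 active = signal enhancement of 30% or more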;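 also: luminescence tracks abundance of the self-degrading MDM2-luciferase fusion protein; higher signal means inhibition of MDM2 E3 ligase activity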
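Assay system: mammalian cells stably expressing self-ubiquitinating, self-degrading MDM2 E3–luciferase fusion. Quantity: 2000 cells in each well. Medium: DMEM culture medium. Compound dosing: single-point 5 µM. Timing: cell settling 4 h, compound treatment 2 h, both 37 °C. Technique: luciferase luminescence. Read-out basis: percent signal gain over controls, blank-subtracted. Benchmarks: plate controls and plate blanks.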
Ba/F3 V617F tox: loss of viability in JAK2V617F-driven Ba/F3 cells; inhibition, % at 5.6 µM; AID 1446; hit rate 1.1% among 220,000; Ba/F3 EpoR-JAK2V617F viability, ATP luminescence;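 active = inhibition above the campaign mean plus 3 SD over all tested compounds, cut at about 24% in these data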;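 also: cytokine-independent growth of Ba/F3 cells driven by EpoR plus mutant JAK2; 0% = DMSO-treated cells and 100% = JAK inhibitor I control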
NPY-Y2 PAM-ag: potentiates or activates human NPY-Y2 receptor; cells expressing NPY-Y2, potentiator/agonist read-out; hit rate 0.45% among 220,000; activation, % at 3.6 µM; P49146; in the data active = activation above about 27%;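 also: cells stimulated with NPY near EC25 plus isoproterenol at EC100; 0% = vehicle plus submaximal agonist and 100% = vehicle plus saturating agonist; some results beyond the cut were filed as inactive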
Wee1 degr inh: inhibitors of human Wee1 degradation; P30291; HeLa Luc-Wee1K328M stability, luciferase luminescence; 100% = proteasome inhibitor MG132 effect; reporter increase, % at 5 µM; hit rate 1.2% among 220,000;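 active = activation above the mean of all tested compounds plus 3 SD, set per screening run, cut at about 8.8% in these data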;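 also: cells exposed to compound for 20 h before luminescence read; 0% = DMSO alone and 100% = MG132 at 30 µM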
Target sequence (P30291 whole entry K328M): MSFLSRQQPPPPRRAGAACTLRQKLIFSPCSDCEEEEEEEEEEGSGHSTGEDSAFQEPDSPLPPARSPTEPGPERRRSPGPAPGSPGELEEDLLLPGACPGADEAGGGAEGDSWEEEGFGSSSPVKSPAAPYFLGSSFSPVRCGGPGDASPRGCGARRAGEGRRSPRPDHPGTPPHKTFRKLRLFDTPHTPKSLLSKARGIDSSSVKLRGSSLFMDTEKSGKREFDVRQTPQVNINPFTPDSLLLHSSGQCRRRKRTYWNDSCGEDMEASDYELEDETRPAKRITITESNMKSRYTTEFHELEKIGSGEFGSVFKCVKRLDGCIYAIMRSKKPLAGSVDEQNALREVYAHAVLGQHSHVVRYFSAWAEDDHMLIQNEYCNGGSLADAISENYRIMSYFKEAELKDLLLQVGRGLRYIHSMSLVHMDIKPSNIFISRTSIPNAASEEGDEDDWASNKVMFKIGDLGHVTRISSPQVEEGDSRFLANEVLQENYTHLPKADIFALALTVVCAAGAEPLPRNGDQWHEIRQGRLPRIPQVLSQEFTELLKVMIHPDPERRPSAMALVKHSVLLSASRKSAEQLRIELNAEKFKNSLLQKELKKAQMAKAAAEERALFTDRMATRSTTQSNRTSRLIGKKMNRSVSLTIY
PERK inhibitor: human PERK inhibition, primary cell-based screen. Q9NZJ5. CHO PERK-DD fusion, SEAP luminescence translation reporter. inhibition, % at 5.6 µM. hit rate 0.17% among 220,000. AID 1416;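 active = inhibition above the mean inhibition of all tested compounds plus 3 SD, set separately per screening campaign, cut at about 2.9% in these data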;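 also: PERK kinase domain activated by AP20187 dimerizer at 100 nM; 0% = DMSO with dimerizer and 100% = rapamycin at 8.4 µM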
BaF3 parental: reduces parental Ba/F3 cell viability, JAK2V617F counter-screen | inhibition, % at 5.6 µM | hit rate 1.1% among 220,000 | CellTiter-Glo ATP luminescence;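 active = inhibition above a per-campaign cutoff, the mean inhibition of all tested compounds plus 3 SD, cut at about 27% in these data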;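 also: 0% = DMSO wells and 100% = JAK Inhibitor I control wells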
S1P4 antag: antagonists of human S1P4 receptor. hit rate 0.26% among 220,000. inhibition, % at 4.98 µM. S1P4-expressing cells, antagonist mode, reporter read-out. O95977; in the data active = inhibition above about 29%;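 also: 0% = wells stimulated with agonist and 100% = vehicle wells without agonist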
Target sequence (O95977 whole entry, looked up): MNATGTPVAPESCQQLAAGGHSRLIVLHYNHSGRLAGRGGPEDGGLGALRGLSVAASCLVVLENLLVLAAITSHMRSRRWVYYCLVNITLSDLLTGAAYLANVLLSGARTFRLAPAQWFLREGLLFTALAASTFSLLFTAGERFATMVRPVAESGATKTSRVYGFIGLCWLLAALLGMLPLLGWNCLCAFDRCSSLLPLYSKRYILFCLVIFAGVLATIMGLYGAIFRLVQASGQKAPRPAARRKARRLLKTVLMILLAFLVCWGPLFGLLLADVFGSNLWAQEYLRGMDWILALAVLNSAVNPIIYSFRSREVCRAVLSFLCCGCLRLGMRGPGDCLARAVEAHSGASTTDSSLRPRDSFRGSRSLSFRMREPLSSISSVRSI
S1P4 agonist: agonists of human S1P4 receptor | O95977 | S1P4-expressing cell line, agonist reporter assay | activation, % at 4.98 µM | hit rate 0.35% among 220,000; in the data active = activation above about 11%;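 also: 0% = DMSO vehicle and 100% = reference agonist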
eIF4E 4G PPI: blocks eIF4E binding to eIF4G; P63073+Q04637; TR-FRET eIF4E-eIF4GI(517-606) binding, 2 h; inhibition, % at 21.7 µM; hit rate 0.37% among 220,000;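 active = inhibition above about 30%, limit read from the data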;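 also: 0% = full FRET control wells and 100% = background wells lacking eIF4GI fragment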
* hit, by the source's call; / = no result given; [ ] = remark or other dose.

SMILES	Mdm2 ligase inh	Ba/F3 V617F tox	NPY-Y2 PAM-ag	Wee1 degr inh	PERK inhibitor	BaF3 parental	S1P4 antag	S1P4 agonist	eIF4E 4G PPI
O=C(c1cccs1)N1CCC2(O)CCCCC2C1c1ccc(F)cc1 (centres undefined)	-3	-2	9	-2	1.0	0	0	2.8	-5[fluorescence artefact?]
O=C(CCc1ccccc1)NNC(=O)COc1ccccc1	-5	0	-4	-2	0.6	4	-7	-0.9	-7
CCS(=O)(=O)N1CCC(NC(C)=O)(c2ccccc2)CC1	-14	-2	17	5	1.0	5	-6	0.0	-1[fluorescence artefact?]
CC(C)NS(=O)(=O)c1ccc(OCC(=O)NCCC2=CCCCC2)cc1	-6	1	-12	0	-1.7	5	-12	1.9	2
CC(=O)c1cccc(NC(=O)N2C3CCC2CC(NC(=O)Nc2ccccc2)C3)c1 (centres undefined)	8	2	-12	-2	-1.2	10	-1	0.6	1
O=C1CC(C(=O)Nc2ncccn2)C(c2ccccc2)O1 (centres undefined)	-5	-5	4	-1	1.1	-3	-21	1.0	-3
COc1ccc(CC(=O)N2CC(C)CC(C)C2)cc1OC (centres undefined)	-13	3	-23	0	-1.2	5	13	1.8	-9
CCOc1ccccc1C(=O)NC1CC2CCCC(C1)N2C1CC1 (centres undefined)	-9	3	2	2	0.0	8	-11	-0.5	-3
CNC(=S)NC1(C)CCS(=O)(=O)C1 (centres undefined)	-8	2	1	-1	1.1	-3	9	-0.2	-5
Cn1ccc(C(=O)Oc2ccc(C(=O)Nc3ccc(F)cc3F)cc2)n1	-9	-3	-8	7	0.7	2	1	-0.9	3
CC(=O)NC(C)c1nc2ccccc2n1C(C)C (centres undefined)	-8	-2	2	3	1.2	0	3	-2.1	-4
COC(=O)c1cc(=O)n(C2CC2)c(=NC2CC2)s1	-8	-3	-30	0	0.4	7	-10	0.1	0
Cc1c(Br)c([N+](=O)[O-])nn1CC(=O)Nc1sc2c(c1C(=O)OC(C)C)CCCC2	-15	-2	1	0	0.4	-1	-18	-0.1	3
Cc1nnc(-c2cnn(C)c2N)n1Cc1ccccc1	-16	-2	-5	-3	-0.4	5	3	-1.5	2
COc1ccc(-n2c(C)c([N+](=O)[O-])c3ccc(O)c(CN4CCCCC4)c32)cc1	-22	-2	-3	-1	-0.7	6	-9	-1.4	5
CC(C)(C)NC(=O)CN(C(=O)CCN1CCCc2ccccc21)C(C)(C)C	-13	3	-4	6	-2.4	3	6	1.7	-6
CC(=O)Nc1ccc(S(=O)(=O)Nc2nc3ccccc3nc2Nc2cccc(S(N)(=O)=O)c2)cc1	-6	-2	6	5	0.6	0	14	3.5	1
CC(Sc1nnc2ccccn12)C(=O)NCc1ccc2c(c1)OCO2 (centres undefined)	-8	4	-1	-4	-0.1	5	-23	0.1	6
CCOC(=O)c1nnn(-c2nonc2N)c1-c1ccc(Cl)cc1	-14	3	-19	5	-1.1	2	-9	-0.5	1
O=C(O)COc1ccccc1/C=N/NC(=O)COc1ccc(-c2ccccc2)cc1	/	1	-7	0	0.6	-2	-17	3.1	-3
CCOc1ccc(Cc2nnc(SCC(=O)c3ccc(OC)cc3)o2)cc1	10	0	8	-1	0.8	6	0	-0.8	-1
O=C(NC(=S)NNC(=O)c1ccccc1O)c1cccnc1	-9	0	6	-2	0.9	4	-3	1.4	-6
Clc1ccc(C[n+]2cc(-c3ccccc3)n3c2CCC3)cc1	-18	71*	-1	0	0.2	64*	-8	0.6	-9
COc1ccccc1N/C(=N/S(=O)(=O)c1ccc(C)cc1)c1ccc(Cl)cc1	-8	0	-8	1	-0.5	3	-3	2.9	0
Cc1cccc(C)c1NC(=O)Cn1cnc2c(=O)n(C)c(=O)n(C)c21	-17	-3	5	1	-0.1	1	-14	-0.9	9[fluorescence artefact?]
SMILES	Mdm2 ligase inh	Ba/F3 V617F tox	NPY-Y2 PAM-ag	Wee1 degr inh	PERK inhibitor	BaF3 parental	S1P4 antag	S1P4 agonist	eIF4E 4G PPI
CC(=O)c1ccc(OC(=O)c2ccc(-n3nc(C)cc3C)cc2)cc1	-16	-3	3	-2	0.7	4	-15	-0.4	0
O=C(O)C1C2C=CC(C2)C1C(=O)NCCc1ccccc1 (centres undefined)	-24	-1	9	-2	0.7	6	-9	-0.1	-18[fluorescence artefact?]
CC(=O)Nc1ccc2c(c1)nc(CCN1CCN(C)CC1)n2C	-7	0	7	-4	-0.2	6	-3	-0.2	1
CC1CC(C)CN(CCCNC(=O)c2csc3c2CCCC3)C1 (centres undefined)	-2	1	-10	4	-0.9	5	-18	-3.5	-9
COCCn1c(SCC(N)=O)nc2c(c1=O)SC(C)C2 (centres undefined)	-3	3	-7	0	0.1	7	-10	-1.3	-6
Cc1cccc(NCC(=O)N/N=C\c2c[nH]c3ccccc23)c1	-23	2	9	2	0.7	5	5	1.3	2
O=C(c1cccs1)N1CCC(c2nc3ccccc3s2)CC1	-11	-4	20	-1	-0.6	1	2	2.1	-3
COc1ccc(-n2cnc(N)c2C(=O)c2cccc([N+](=O)[O-])c2)cc1	-6	-4	2	4	0.2	6	-20	-1.0	1
CC(NC(=O)C(=O)NN=C1CCCCCC1)c1ccccc1 (centres undefined)	-15	-2	6	0	2.4	5	-16	2.4	-2
CCOc1ccc(-n2cnnn2)cc1S(=O)(=O)NCc1ccccc1	4	3	5	1	-0.5	1	-11	-0.8	1
CC(C)(C)c1csc(N(CCC#N)CCC#N)n1	8	-1	1	2	1.1	6	-3	0.5	-4
COc1ccc(OC)c(N(CC(=O)Nc2cccc(C(F)(F)F)c2)S(C)(=O)=O)c1	-3	2	5	7	-0.6	5	-11	2.1	1
CC(=O)Nc1ccc(S(=O)(=O)Nc2cccc3[nH]ncc23)cc1	3	3	4	-1	0.4	9	-5	0.5	-1
COc1cc(C(=O)NCCOc2cccc(C)c2)c(Br)c(OC)c1OC	-4	-4	-11	0	0.2	3	-13	-3.1	10
COc1cc(CC(=O)NCc2cccs2)cc(OC)c1OC	-2	-1	4	-2	-0.5	6	-4	-4.0	3
CC1CCCCN1C(=S)Nc1ccc2nc3n(c(=O)c2c1)CCCCC3 (centres undefined)	-1	-3	-5	0	-0.1	5	-21	0.9	-3
CC(=O)/C(=N/Nc1ccccc1)Sc1nnc(CCc2ccccc2)n1-c1ccccc1	-8	2	-7	1	0.6	7	-9	2.7	5
c1ccc(-c2nc(-c3ccco3)n3ccccc23)cc1	-11	-2	7	-2	0.6	2	8	2.9	-1
O=C1NC(=Nc2ccc(Cl)cc2)SC1Cc1cc(Cl)ccc1Cl (centres undefined)	-12	2	-8	9.0*	0.7	7	-5	-0.4	6
Cc1cc(=O)oc2c(CN3CC(C)OC(C)C3)c(O)c(Cl)cc12 (centres undefined)	-10	-1	-9	-2	0.0	6	-3	1.6	0
C1CCN(CCCNC2C3CC4CC(C3)CC2C4)C1 (centres undefined)	-5	2	-9	2	0.2	6	-32	1.6	-1[fluorescence artefact?]
O=C(CCCCCN1C(=O)c2ccccc2C1=O)NCc1ccccn1	-10	-1	19	2	-0.5	10	-16	1.6	11
COCCCn1c(SCC(=O)NNC(=O)c2cccc(O)c2)nnc1-c1ccncc1	-5	2	6	-1	1.3	4	-23	-0.2	-2
COC(=O)CSc1nnc(CNC(=O)c2ccccc2OC)n1C	-3	-3	6	0	0.9	0	-5	1.6	4
CC(C)CC(=O)Nc1ccc(C(=O)Cn2nc(C(=O)O)c3ccccc3c2=O)cc1	/	-1	1	0	0.0	3	-14	-2.1	-48[fluorescence artefact?]

10 compounds already listed, arranged by molar mass, rising.
SMILES	Mdm2 ligase inh	Ba/F3 V617F tox	NPY-Y2 PAM-ag	Wee1 degr inh	PERK inhibitor	BaF3 parental	S1P4 antag	S1P4 agonist	eIF4E 4G PPI
C1CCN(CCCNC2C3CC4CC(C3)CC2C4)C1 (centres undefined)	-5	2	-9	2	0.2	6	-32	1.6	-1[fluorescence artefact?]
COCCn1c(SCC(N)=O)nc2c(c1=O)SC(C)C2 (centres undefined)	-3	3	-7	0	0.1	7	-10	-1.3	-6
CC(=O)Nc1ccc(S(=O)(=O)Nc2cccc3[nH]ncc23)cc1	3	3	4	-1	0.4	9	-5	0.5	-1
CC(=O)c1ccc(OC(=O)c2ccc(-n3nc(C)cc3C)cc2)cc1	-16	-3	3	-2	0.7	4	-15	-0.4	0
COc1ccc(-n2cnc(N)c2C(=O)c2cccc([N+](=O)[O-])c2)cc1	-6	-4	2	4	0.2	6	-20	-1.0	1
COC(=O)CSc1nnc(CNC(=O)c2ccccc2OC)n1C	-3	-3	6	0	0.9	0	-5	1.6	4
O=C(CCCCCN1C(=O)c2ccccc2C1=O)NCc1ccccn1	-10	-1	19	2	-0.5	10	-16	1.6	11
CCOc1ccc(-n2cnnn2)cc1S(=O)(=O)NCc1ccccc1	4	3	5	1	-0.5	1	-11	-0.8	1
O=C1NC(=Nc2ccc(Cl)cc2)SC1Cc1cc(Cl)ccc1Cl (centres undefined)	-12	2	-8	9.0*	0.7	7	-5	-0.4	6
COCCCn1c(SCC(=O)NNC(=O)c2cccc(O)c2)nnc1-c1ccncc1	-5	2	6	-1	1.3	4	-23	-0.2	-2

Later entries.
SMILES	Mdm2 ligase inh	Ba/F3 V617F tox	NPY-Y2 PAM-ag	Wee1 degr inh	PERK inhibitor	BaF3 parental	S1P4 antag	S1P4 agonist	eIF4E 4G PPI
CC(C)=CC(=O)OCC(=O)Nc1ccc(Cl)cc1	-1	-4	12	0	1.2	-3	13	-0.7	1
COc1ccc(C(=O)NNS(=O)(=O)c2ccccc2)cc1	-11	0	5	0	0.8	4	-15	-0.4	-1
CSCCCNC(=S)N(C)CC(=O)Nc1ccc(C)cc1	-24	3	5	2	0.2	9	-2	2.4	-2
COC(=O)c1ccc(OC)c(CSc2nnc(COc3ccccc3)o2)c1	2	-4	-4	0	-0.2	1	7	-0.2	0
CNCc1cc(Cl)cc(OC)c1OC(C)C	-10	0	-8	1	-0.5	5	-6	-1.7	1
CC1CCCN(C(=O)CSc2nnc(-c3ccncc3)n2C)C1 (centres undefined)	-8	-3	2	-1	0.5	2	-3	-0.1	-5
NS(=O)(=O)c1ccc(CNC(=O)/C=C/c2cccc(Cl)c2)cc1	3	1	-9	1	0.4	6	-9	0.4	9
CCOC(=O)c1cccc(NC(=O)CCS(=O)(=O)c2ccc(Br)s2)c1	-8	1	-2	-2	-0.8	5	-3	-0.3	4
O=C(Cc1cc(=O)oc2cc(O)ccc12)NCC1CCC(C(=O)O)CC1 (centres undefined)	-8	1	4	1	1.0	6	-1	5.7	-14
CCN(CC)S(=O)(=O)c1ccc(OC)nc1	0	-5	-6	-1	1.0	1	-21	1.8	-3
Oc1ccc(Br)cc1CNc1ccccn1	1	0	5	2	0.9	0	-4	1.0	7
COc1ccc(Cl)cc1C(=O)CSc1nnnn1C	-7	1	1	2	0.5	1	-7	-0.3	7
